# Source: PubChem (National Center for Advancing Translational Sciences (NCATS))
# MmCpn inh: inhibitors of Methanococcus maripaludis chaperonin (MmCpn); 330,000 compounds, 0.031% hits; purified Mm-Cpn ATPase, ADP Transcreener TR-FRET; Potency, µM (doses to about 76.9 µM), for inactives: top-dose activity, negative = inhibition, most hits filed as inhibitors; note: potency is the fitted concentration of half-maximal effect; % is set by controls: 0 for no effect and ±100 for the full control effect; nearly all actives have a fitted effect of over 80% in size
#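 25 nM Mm-CPN + cpd, 10 min 37°C; + 10 uM ATP, 30 min 37°C; buffer 30 mM Tris pH 7.4, 100 mM KCl, 5 mM MgCl2, 1 mM DTT; Transcreener ADP HTRF detection 30 min RT.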
# TGFb inhibitor: blocks TGF-b signaling; HepG2 CAGA-GFP TGF-b/SMAD3 reporter, GFP fluorescence, 18 h; TGF-beta stimulated, 500 pg/mL final; Potency, µM (titrated, usually from 46.1 µM), inactives show at the highest dose activity, negative = inhibition, hits mostly inhibitors; 410,000 compounds, 1.2% hits; note: potency is the fitted concentration of half-maximal effect; % is set by controls: 0 for no effect and ±100 for the full control effect; nearly all actives have a fitted effect of over 65% in size
#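 Inhibition of TGF-beta-driven CAGA-GFP reporter expression in HEPG2 cells is measured by cellular GFP fluorescence after 18 h stimulation with 500 pg/mL recombinant TGF-beta in 1% FBS medium at 37 degrees C.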
# Nrf2 block: inhibitors of Nrf2 signaling | 360,000 compounds, 2.1% hits | Potency, µM (doses to about 46 µM), without a hit: at the highest dose activity change, negative = inhibition, hits mostly inhibitors | A549 ARE-Fluc reporter, luciferase luminescence, 18-24 h | AID 504444; note: potency is the fitted concentration of half-maximal effect; % is set by controls: 0 for no effect and ±100 for the full control effect; nearly all actives have a fitted effect of over 60% in size
#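 Nrf2 function is reported as luminescence of an ARE-controlled luciferase in A549 cells. Compounds were tested at several concentrations, and a CellTiter-Fluor read on the same wells flagged cytotoxicity.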
# EPAC2 antagonist: EPAC2 (human) antagonism; 360,000 compounds, 0.18% hits; AID 720708; Potency, µM (series often up to 114 µM), without a hit: top-dose activity, negative = inhibition, hits mostly inhibitors; Q8WZA2; EPAC2 GEF exchange of Rap1B-BODIPY-GDP, fluorescence; note: potency is the fitted concentration of half-maximal effect; % is set by controls: 0 for no effect and ±100 for the full control effect; nearly all actives have a fitted effect of over 45% in size; many of its hits are not listed in these tables
# Target sequence (Q8WZA2 whole entry, looked up): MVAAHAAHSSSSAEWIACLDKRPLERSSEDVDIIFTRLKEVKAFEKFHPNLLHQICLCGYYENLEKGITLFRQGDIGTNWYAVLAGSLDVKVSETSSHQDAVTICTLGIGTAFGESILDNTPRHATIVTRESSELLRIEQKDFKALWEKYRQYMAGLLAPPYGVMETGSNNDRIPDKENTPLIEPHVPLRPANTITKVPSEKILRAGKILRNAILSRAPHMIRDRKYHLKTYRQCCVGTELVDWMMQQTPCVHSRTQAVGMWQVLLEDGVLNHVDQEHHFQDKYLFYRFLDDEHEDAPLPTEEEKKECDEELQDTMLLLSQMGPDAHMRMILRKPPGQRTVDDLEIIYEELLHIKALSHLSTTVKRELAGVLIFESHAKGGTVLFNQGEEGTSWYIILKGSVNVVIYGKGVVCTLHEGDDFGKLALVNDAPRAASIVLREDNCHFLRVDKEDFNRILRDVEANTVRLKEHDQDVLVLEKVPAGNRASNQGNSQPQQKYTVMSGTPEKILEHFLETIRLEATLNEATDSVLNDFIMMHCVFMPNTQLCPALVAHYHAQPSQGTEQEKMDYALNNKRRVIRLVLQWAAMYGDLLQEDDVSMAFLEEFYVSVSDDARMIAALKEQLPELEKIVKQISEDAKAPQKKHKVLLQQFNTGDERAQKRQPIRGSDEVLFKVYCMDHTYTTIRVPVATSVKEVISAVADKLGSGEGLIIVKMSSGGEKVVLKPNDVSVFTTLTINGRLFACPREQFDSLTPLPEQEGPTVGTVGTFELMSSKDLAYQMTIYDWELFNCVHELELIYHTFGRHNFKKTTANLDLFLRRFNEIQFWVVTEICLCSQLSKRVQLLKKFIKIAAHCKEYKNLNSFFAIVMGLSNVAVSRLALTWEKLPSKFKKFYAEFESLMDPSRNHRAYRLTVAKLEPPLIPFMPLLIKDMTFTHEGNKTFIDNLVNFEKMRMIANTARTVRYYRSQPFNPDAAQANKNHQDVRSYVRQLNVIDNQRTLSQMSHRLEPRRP
# Akt phos inh: Akt phosphorylation inhibition | Neuro2A IGF-stimulated pAkt S473 HTRF, 20 min; stronger effect = lower value | activity change, % for hits at 50 µM | 360,000 compounds, 0.32% hits; in the data active = activity change below about -80%; inconclusive = mostly about -51% to -80%; note: % is set by controls: 0 for no effect and ±100 for the full control effect
#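 Neuro2A cells (4,500/well, DMEM with 0.5% FBS) were treated with compound at a single 50 µM final concentration, stimulated with 6 nM IGF for 20 min at 37 °C, and lysed. Phospho-Akt Ser473 was read by HTRF as 665/615 ratio ×10^4.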
# A549 tox: counter-screen for Nrf2 inhibitors: cytotoxicity in A549 cells; A549 ARE-Fluc cells, CellTiter-Fluor viability, 18-24 h; Potency, µM (series often up to 46 µM), inactives show at the top dose activity change, negative = cytotoxicity, most hits filed as inhibitors; 390,000 compounds, 0.16% hits; note: potency is the fitted concentration of half-maximal effect; % is set by controls: 0 for no effect and ±100 for the full control effect
#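 Cytotoxicity counterscreen: CellTiter-Fluor fluorescence was measured in A549 ARE_Fluc cells after 18-24 h of compound exposure in a concentration series. The subsequent BugLite luminescent read reports ARE-luciferase activity.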
# Nrf2 ARE act: activators of Nrf2 (ARE) signaling; AREc32 ARE-luciferase reporter (MCF7-derived line), luminescence, 24 h; Potency, µM (titrated, usually from 46.1 µM), for the others: at the top dose activation, actives largely listed as activators; 410,000 compounds, 0.31% hits; AID 624171; note: potency is the fitted concentration of half-maximal effect; % of control where 0% means no effect; nearly all actives have a fitted effect of over 65% in size
#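 AREc32 cells carrying an ARE-driven firefly luciferase, 1000 cells/well in OPTI-MEM with 5% FBS, dosed after overnight attachment and incubated 24 hr at 37 deg C. Steady-Glo luminescence read after 30 min at RT.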
# CCT modulator: modulators of cytosolic chaperonin (CCT/TRiC) activity; purified chaperonin ATPase assay, HTRF ADP detection, 30 min; AID 651819; 360,000 compounds, 0.3% hits; activity change, % (concentration not given with the values), hits read low; in the data active = activity change below about -30%; note: % is set by controls: 0 for no effect and ±100 for the full control effect
#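 Enzyme 40 or 20 nM (batch-dependent) in Tris pH 7.4/KCl/MgCl2/DTT; cpd 76 uM single point; ATP 10 uM; 30 min 37 °C; Transcreener ADP HTRF detection, 30 min RT; ratio 665/615.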
# EPAC2 agonist: EPAC2 (human) agonism; 360,000 compounds, 0.079% hits; EPAC2 activation, biochemical qHTS; response scale: 100% = 6.5 mM cAMP response; Potency, µM (series often up to 154 µM), for the others: at the highest dose activation, actives largely listed as activators; AID 720711; note: potency is the fitted concentration of half-maximal effect; nearly all actives have a fitted effect of over 50% in size
#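 Setup: EPAC2 100 nM, labeled Rap1B complex 250 nM, free GDP 50 uM. Compound titrations pinned in, brief spin, 5 min room temperature incubation. Kinetic fluorescence read over 30 min, normalized to 6.5 mM cAMP.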
# An asterisk follows results filed as active; i = inactive; ? = inconclusive; . = no result given; & = joins results of further samples; [ ] = dose if it differs, or a comment. Unless noted, calls come from the whole dose curve; as a rule, active = well fitted curve in the direction sought with a large enough effect; inconclusive = small, poorly fitted or top-dose-only effect, or another doubt; inactive = no such curve, though single readings can be large; an effect the other way counts as inactive or inconclusive. Not all compounds are listed. The share of hits here may be higher or lower than overall.
SMILES,MmCpn inh,TGFb inhibitor,Nrf2 block,EPAC2 antagonist,Akt phos inh,A549 tox,Nrf2 ARE act,CCT modulator,EPAC2 agonist
CCCn1c(Sc2nc3c(c(=O)[nH]c(=O)n3C)n2CCC)nc2c1c(=O)[nH]c(=O)n2C,-3.2%,-21.6%,16.3%,-1.1%,i,-2.7%,2.5%,0.4,7.4%
C#CCOCCOCCOCCNc1nc(N2CCN(C(=O)CCCCCCCCCCNC(=O)[C@H](CCCCN)n3cc(CCO)nn3)CC2)nc(N2CCN(C(=O)CCCCCCCCCCNC(=O)[C@H](CCCCN)n3cc(CCO)nn3)CC2)n1,3.1%,?,-22.6%,7.4%,i,-6.3%,-1.2%,0.4,-1.1%
COc1ccc(N(CC(=O)Nc2ccc3c(c2)OCCO3)S(C)(=O)=O)c(OC)c1,0.0%,-8.5%,?,3.0%,i,-1.9%,0.3%,-0.6,4.3%
CN(C)c1ccc(/C=N/NC(=O)c2ccccc2Cl)cc1,-2.1%,-5.0%,?,-8.4%,i,-6.8%,3.5%,1.7,0.7%
COc1ccccc1CCNC(=O)CNC(=O)Cc1cccc2ccccc12,1.2%,0.6%&-24.0%,5.9%&6.9%,-2.2%,i,2.9%&0.9%,-0.6%,0.5,-1.0%
O=C1/C(=C/c2ccc(F)cc2)SC(=S)N1NS(=O)(=O)c1ccccc1,-20.9%,?,0.7%,70.8µM*,i,-4.4%,9.1%,-0.2,7.0%
O=S(=O)(c1ccc2ccccc2c1)N1C=CC(C(F)(F)F)=NCC1,?,-10.7%,2.3%,-10.2%,i,-9.5%,-0.8%,-1.7,-2.4%
COc1ccccc1C(=O)Oc1cc(C)[nH]c(=O)c1[N+](=O)[O-],-4.4%,2.4%,19.0%,-0.5%,i,3.0%,-0.4%,-2.1,10.9%
CC(=O)Nc1c(O)nc(SC/C=C/CSc2nc(O)c(NC(C)=O)c(=O)[nH]2)[nH]c1=O,5.4%,2.5%,0.6%,2.9%,i,-7.3%,-0.9%,-1.1,14.0%
Cc1ccc(-c2n[nH]c(Cc3ccccc3)n2)cc1,2.3%,12.5%,22.5%,-13.9%,i,5.8%,5.3%,-1.8,1.8%
Cc1cccc(C(=O)N[C@@H](C)C(=O)N2CCN(c3ncccn3)CC2)c1,-7.3%,-0.3%,-8.8%,10.5%,i,-3.4%,0.2%,-4.4,9.0%
COc1cc2c(cc1CNC[C@H]1O[C@@H](n3cnc(C(N)=O)n3)[C@H](O)[C@@H]1O)OCO2,.,-2.8%,10.9%,-1.3%,i,-2.5%,-1.0%,-0.1,0.1%
Cc1ccc(C(=O)Nc2nnc(S(=O)(=O)N(C)Cc3ccc(Cl)cc3)s2)cc1,.,0.0%,?,.,.,1.3%,-0.4%,.,.
O=C(C[C@H]1C[C@H](C(=O)N2CCCCC2)[C@@]2(CCc3ccccc3)c3[nH]c4ccc(Cl)cc4c3CCN2C1=O)NCc1ccco1,-1.2%,-15.8%,?,9.0%,i,-11.0%,0.1%,-1.1,0.9%
O=C(c1cc(S(=O)(=O)N2CCC3(CC2)OCCO3)ccc1F)N1CCCCC1,-6.8%,-9.3%,2.6%,1.9%,i,3.2%,-0.1%,0.6,-5.9%
COc1ccc(OCC(=O)Nc2ccc3c(c2)nc(CCN2CCN(C)CC2)n3C)cc1,0.8%,1.0%,4.8%,8.2%,i,-1.1%,0.4%,0.4,0.9%
CC(C)Oc1cc(F)ccc1-c1cc(C(=O)Nc2ccccc2)[nH]n1,.,61.6%[activator],.,-2.6%,i,.,0.6%,0.7,17.0%
Cc1ccc(C(=O)NCCNC(=O)c2ccc(C)nc2)cc1,0.6%,6.4%,-13.1%,-5.7%,i,-2.7%,0.2%,0.2,11.6%
CCn1c(SCC(=O)Nc2c(C)n(C)n(-c3ccccc3)c2=O)nc2c1c(=O)n(C)c(=O)n2C,1.3%,0.2%,8.6%,7.5%,i,7.5%,-0.1%,0.0,7.1%
COC(=O)c1c(Sc2ccccc2)c2ccccc2n1C,-9.1%,2.8%,19.8%,-25.2%,i,3.2%,-0.5%,0.0,3.2%
COC(=O)c1ccc2nc(-c3ccco3)c(Cc3ccccc3)n2c1,.,11.2µM*,.,?,i,.,?,-1.5,10.9%
O=C(Nc1ccc2ccccc2c1)c1ccccc1F,-1.9%,-24.4%,?,-18.1%,i,-1.7%,?,0.1,8.4%
Cc1ccc(S(=O)(=O)N2CCN(C(=O)c3ccc(OCc4c(C)noc4C)cc3)CC2)cc1,-1.1%,5.2%,?,-1.3%,i,-8.4%,-1.0%,-2.1,3.8%
CC1(C)NS(=O)(=O)Oc2ccccc21,-4.1%,-3.9%,0.9%,1.0%,i,-2.3%,-1.7%,-1.1,1.3%
O=C(CN1CCN(Cc2ccc(Cl)cc2)CC1)N/N=C/C=C/c1ccccc1[N+](=O)[O-],0.2%,?,?,7.0%,i,-3.1%,15.5%,0.0,10.0%

# Structures from the list above with a Cl atom:
SMILES,MmCpn inh,TGFb inhibitor,Nrf2 block,EPAC2 antagonist,Akt phos inh,A549 tox,Nrf2 ARE act,CCT modulator,EPAC2 agonist
CN(C)c1ccc(/C=N/NC(=O)c2ccccc2Cl)cc1,-2.1%,-5.0%,?,-8.4%,i,-6.8%,3.5%,1.7,0.7%
Cc1ccc(C(=O)Nc2nnc(S(=O)(=O)N(C)Cc3ccc(Cl)cc3)s2)cc1,.,0.0%,?,.,.,1.3%,-0.4%,.,.
O=C(C[C@H]1C[C@H](C(=O)N2CCCCC2)[C@@]2(CCc3ccccc3)c3[nH]c4ccc(Cl)cc4c3CCN2C1=O)NCc1ccco1,-1.2%,-15.8%,?,9.0%,i,-11.0%,0.1%,-1.1,0.9%
O=C(CN1CCN(Cc2ccc(Cl)cc2)CC1)N/N=C/C=C/c1ccccc1[N+](=O)[O-],0.2%,?,?,7.0%,i,-3.1%,15.5%,0.0,10.0%

# Remaining list, next part
SMILES,MmCpn inh,TGFb inhibitor,Nrf2 block,EPAC2 antagonist,Akt phos inh,A549 tox,Nrf2 ARE act,CCT modulator,EPAC2 agonist
O=C(Nc1ccccc1)NC1CCN(Cc2c(F)cccc2Cl)CC1,1.7%,-4.0%,?,-1.0%,i,-5.0%,0.5%,-0.3,3.8%
COc1ccc(C(=O)Cc2nnc(C)s2)cc1,-0.3%,7.3%,18.2%,0.3%,i,-3.4%,3.2%,1.3,-5.5%
CC(C)Cc1cc(C(=O)N2CCCC(CCC(=O)N(C)CCc3ccccn3)C2)no1 (configuration not stated),-0.3%,0.5%,?,-3.7%,i,-1.9%,2.7%,-0.7,9.3%
CC1CCN(CCCCOc2cccc(C(C)C)c2)CC1,-0.5%,-2.6%,0.0%,7.1%,i,?,-0.6%,-2.4,12.4%
CN1OC[C@@H]2CN(C(=O)C(C)(C)C)[C@H](c3ccc(-c4cccnc4)cc3)C[C@@H]21,.,6.4%,.,-5.1%,i,.,-0.6%,0.3,9.1%
c1ccc(OCCN2C3=NCCN3c3ccccc32)cc1,-1.7%,6.9%,16.3%,0.7%,i,1.7%,0.4%,0.9,-3.5%
Cc1ccc2c(c1)NC(=O)C(CC(=O)N(C)Cc1ccccc1)O2 (configuration not stated),0.9%,0.3%,-5.5%,3.3%,i,-10.3%,0.2%,-0.1,0.6%
Cn1nccc1C(=O)Nc1sc2c(c1C#N)CCCC2,-4.2%,-4.8%,-1.5%,-23.7%,i,-6.5%,11.1%,-0.4,5.1%
CC(=O)NC1(c2cccc(F)c2)CCN(CC(=O)NC(C)C)CC1,2.6%,-2.0%,11.7%,15.0%,i,0.5%,-0.7%,-1.5,3.1%
c1ccc(CSc2ccc(-c3ccccn3)nn2)cc1,?,-10.0%,?,5.0%,i,?,-0.3%,0.9,-4.6%
Cc1cc(/C=N/n2cnnc2)c(C)n1-c1ccccc1,3.8%,-30.9%,.,6.9%,i,-1.2%,5.8%,0.2,4.8%
CCOC(=O)c1cc(CC)sc1N,0.7%,9.6%,11.0%,-3.8%,i,2.7%,-0.1%,0.1,-2.8%
CCOc1ccccc1N(CC(=O)N1CCN(Cc2ccccc2)CC1)S(=O)(=O)c1ccccc1,.,3.7%,.,4.0%,i,.,0.1%,-2.6,9.9%
Cc1cc(C)c2c(c1)/C(=N/NC(=O)c1ccc(O)cc1)CCC2,-14.7%,-2.9%,-12.5%,-1.4%,i,-9.9%,4.2%,0.6,-0.6%
CC(C)CCc1noc(CN(C)CC2CCN(Cc3ccccc3)CC2)n1,0.2%,12.4%,-15.9%,-4.3%,i,-10.3%,0.2%,-2.5,5.4%
CC(C)(C)OC(=O)NOCC(=O)N(CC(=O)c1ccccc1)Cc1ccccc1,0.5%,9.3%,3.2%,13.6%,i,7.0%,0.2%,-2.4,2.7%
C#Cc1ccc([C@H]2C=C(C(=O)O)O[C@@H](OCc3ccc(CO)cc3)C2)cc1,.,17.8%,-12.5%,-11.4%,i,-5.2%,0.8%,0.0,6.7%
O=C(NCCc1ccccc1)c1ccccc1NS(=O)(=O)N1CCCC1,-0.4%,-14.3%,2.5%,-3.0%,.,-5.7%,2.2%,0.8,2.9%
CCc1ccc(NC(=O)CCS(=O)(=O)c2ccc3c(c2)CCN3C(C)=O)cc1,0.2%,?,-13.0%,20.1%,i,4.6%&11.2%,-0.1%&0.5%,0.1,7.1%
CCOC(=O)C1CCCN(/C=C2\SC(=S)N(CC)C2=O)C1 (configuration not stated),-0.1%,-4.0%,17.8%,?,i,?,2.5%,0.9,1.9%
O=C(NCc1ccco1)c1ccc(-c2csnn2)cc1,0.0%,-2.1%,-8.5%,3.1%,i,7.9%,?,-2.1,-3.5%
